# EWS-Fli block = EWS/Fli-driven NR0B1 reporter inhibitors, primary screen, A673 cells, NR0B1 luciferase, luminescence, MLPCN library; viability-normalised; actives 0.67% (n = 350,000); inhibition, % at 12.6 µM; AID 651661, 2012;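 active = mean inhibition of at least 50% after viability correction, with every replicate also passing that limit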;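 note: firefly luciferase signal divided by Alamar Blue viability fluorescence both relative to DMSO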
# LGR2 antag = inhibitors of bursicon-induced LGR2 CRE-luciferase signal, primary screen, cell-based, HEK293, CRE-luciferase reporter, bursicon stimulation; Drosophila bursicon receptor LGR2 (rickets); bursicon-stimulated, 4 h; inhibition, % at 9.99 µM; actives 0.35% (n = 380,000);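 active = drop in luminescence signal, shown as inhibition above about 50% in the replicate tests, limit read from the data, passing the limit was not always enough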;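 note: agonist challenge used bursicon conditioned medium at about half maximal strength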
# FN deposition inh = inhibitors of fibronectin matrix deposition, primary screen, AH1F cells, Alexa488-fibronectin fluorescence, plate reader; AH1F fibroblasts, overnight; inhibition, % at 12.6 µM; actives 0.086% (n = 350,000); AID 743247, 2014;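 active = mean inhibition across replicates of 30% or more, regardless of how many single replicates reach that level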;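 note: positive control wells lacked labelled fibronectin entirely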
#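 Assay system: AH1F fibroblasts / Quantity: 10000 cells per well / Medium: DMEM plus 2% serum, read in PBS / Reagent: labelled fibronectin 24 nM / Dosing: single dose, pinned / Times: 1 h cell attachment, overnight exposure to compound and label / Signal: fluorescence, ex 485 nm, em 525 nm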
# ERAP1 inh = human ERAP1 aminopeptidase inhibitors, primary screen, biochemical, single point, plate reader; actives 0.15% (n = 340,000); recombinant ERAP1, Leu-AMC fluorescence, 60 min; inhibition, % at 10.7 µM; AID 652197, 2013;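 active = mean replicate inhibition of at least 30%, or all replicates individually reaching that 30% level; inactive = mean below 30% and not every replicate reaching it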;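 note: 0% = neutral control wells and 100% = L-leucinethiol positive control wells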
# S100A4 MyoIIA = inhibitors of S100A4-myosin IIA peptide binding, primary screen, biochemical, fluorescence polarization, TAMRA-MyoIIA peptide | Protein S100-A4 (Homo sapiens), P26447 | AID 652163, 2013 | actives 0.14% (n = 360,000) | inhibition, % at 10.7 µM;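 active = mean inhibition of at least 70% across replicates, with every replicate also reaching that level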
# Target sequence (P26447 whole entry, looked up): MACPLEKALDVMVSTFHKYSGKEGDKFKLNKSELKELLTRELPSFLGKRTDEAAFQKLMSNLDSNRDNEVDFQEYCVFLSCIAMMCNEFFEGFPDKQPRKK
#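 Material: human S100A4 monomer with TAMRA-labelled myosin IIA peptide; buffer or medium: HEPES pH 7.2 with CaCl2, KCl, NaCl, DTT, Triton; compound dosing: one concentration per compound; schedule: 5 min incubation before reading; benchmarks: neutral control DMSO, positive control TFP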
# PglD inh = C. jejuni PglD acetyltransferase inhibitors, primary screen, biochemical, DTNB colorimetric, single point | UDP-N-acetylbacillosamine N-acetyltransferase PglD (Campylobacter jejuni) | purified PglD enzyme, DTNB colorimetric CoA detection | inhibition, % at 12.5 µM | actives 0.098% (n = 360,000) | AID 602405, 2012; in the data active = inhibition above about 16%, passing the limit was not always enough; note: strong numbers were not always called active
# PGC1a acetyl inh = inhibitors of PGC1a acetylation signal, primary screen, cell-based, U2OS, AlphaScreen, inhibitor mode. AlphaScreen anti-acetyl-lysine; with virally co-expressed GCN5 acetyltransferase. inhibition, % at 15.6 µM. actives 0.17% (n = 350,000). AID 651687, 2012;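 active = every replicate shows inhibition of at least 40%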;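 note: 0% = neutral control wells and 100% = positive control wells; some results beyond the cut were filed as inactive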
# PAX8 reporter = inhibitors of PAX8-driven TPO luciferase reporter, primary screen, RMG-I cells, single concentration; SteadyGlo, 24 h; inhibition, % at 12.6 µM; actives 1.2% (n = 360,000); AID 652154, 2013;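 active = mean replicate inhibition at least 60% with every replicate also reaching 60%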;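 note: luciferase light reporting Pax8 driven TPO promoter activity; plate controls were median of neutral control wells for no effect and mitoxantrone controls for full effect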
# Numbers without * were called inactive; . = not tested or not shown. No enrichment for hits; 2.1% or so of the library scored in one or more.
SMILES | EWS-Fli block | LGR2 antag | FN deposition inh | ERAP1 inh | S100A4 MyoIIA | PglD inh | PGC1a acetyl inh | PAX8 reporter
Cc1ccc(NC(=O)C2=C(C(=O)O)CCCC2)cc1Br | 6 | -28 | 4 | -3 | -2 | -11 | . | -5
Cc1ccc(S(=O)(=O)N(C)c2ccc(C(=O)Nc3c(C)n(C)n(-c4ccccc4)c3=O)cc2)cc1 | 1 | 1 | 14 | . | -1 | 7 | . | 15
CC1CCN(S(=O)(=O)c2ccc3ncn(CC(=O)N(C)Cc4ccccc4)c(=O)c3c2)CC1 | . | . | -8 | . | . | 0 | 6 | -1
O=C(O)c1ccc(N2C(=O)CC(N3C(=O)/C(=C/c4ccc(Cl)cc4)SC3=S)C2=O)cc1 (stereo unspecified) | -4 | -4 | -12 | 3 | -1 | -2 | 13 | 11
COc1ccc(C#Cc2ccc3c(c2)[C@]2(C(=O)N3)[C@H](c3ccc(O)cc3)N3[C@H](c4ccccc4)[C@H](c4ccccc4)OC(=O)[C@H]3[C@@H]2C(=O)NC[C@H](O)c2ccccc2)cc1 | -8 | . | . | -1 | 0 | -2 | 16 | 24
C[C@@H]1CN([C@H](C)CO)C(=O)CCCn2nncc2CO[C@@H]1CN(C)S(=O)(=O)c1ccc(-c2ccccc2)cc1 | 3 | -13 | 9 | 2 | 0 | 2 | -1 | -14
O=C(Nc1cccc(Cl)c1)N1C[C@H]2[C@@H](c3ccccc31)[C@H](CO)N2Cc1cccnc1 | -1 | -39 | -10 | -2 | -1 | 0 | 2 | 6
C[C@@H]1CN([C@H](C)CO)C(=O)Cc2cc(NC(=O)c3ccncc3)ccc2O[C@@H]1CN(C)CC1CCCCC1 | -5 | 10 | . | 1 | -24 | 1 | 3 | .
CC(=O)N1CCN(C(=O)CNC(=O)c2ccc(C)s2)CC1 | -13 | -6 | -3 | 3 | 0 | -9 | -37 | -7
O=c1cc(CN2CCc3ccccc32)c2ccc(O)cc2o1 | 12 | 4 | -1 | -13 | -7 | -4 | 6 | 14
C[C@H](CO)N1C[C@H](C)[C@@H](CN(C)C(=O)C2CC2)Oc2ncc(C#CCc3ccccc3)cc2C1=O | 3 | 9 | . | -2 | -3 | 1 | -8 | .
COc1cccc(NC(=O)CN(C)C(=O)c2ccc3c(c2)C(=O)N(CCC(C)C)C3=O)c1 | 1 | -1 | -6 | 1 | -7 | 2 | -6 | 7

# 3 compounds already listed, ordered by SMILES length, rising.
SMILES | EWS-Fli block | LGR2 antag | FN deposition inh | ERAP1 inh | S100A4 MyoIIA | PglD inh | PGC1a acetyl inh | PAX8 reporter
CC1CCN(S(=O)(=O)c2ccc3ncn(CC(=O)N(C)Cc4ccccc4)c(=O)c3c2)CC1 | . | . | -8 | . | . | 0 | 6 | -1
Cc1ccc(S(=O)(=O)N(C)c2ccc(C(=O)Nc3c(C)n(C)n(-c4ccccc4)c3=O)cc2)cc1 | 1 | 1 | 14 | . | -1 | 7 | . | 15
COc1ccc(C#Cc2ccc3c(c2)[C@]2(C(=O)N3)[C@H](c3ccc(O)cc3)N3[C@H](c4ccccc4)[C@H](c4ccccc4)OC(=O)[C@H]3[C@@H]2C(=O)NC[C@H](O)c2ccccc2)cc1 | -8 | . | . | -1 | 0 | -2 | 16 | 24

# (further entries)
SMILES | EWS-Fli block | LGR2 antag | FN deposition inh | ERAP1 inh | S100A4 MyoIIA | PglD inh | PGC1a acetyl inh | PAX8 reporter
Cc1ccnc(NC(=O)c2ccc3c(c2)OCO3)c1 | 7 | 32 | -6 | -1 | -4 | . | 5 | 10
CCc1cccc(NC(=O)Cn2cc3c(n2)CCCC3)c1 | -1 | -20 | -15 | . | 1 | 3 | . | 0
CC1Cc2ccccc2N1C(=O)CN(C)S(=O)(=O)c1cccc2cccnc12 (stereo unspecified) | 5 | 1 | -2 | . | -1 | -3 | -5 | 6
O=C(NC1CCCCCC1)C1c2ccccc2C(=O)N1Cc1cccs1 (stereo unspecified) | -5 | 18 | -3 | -4 | -6 | 3 | . | 91*
C=CCNC(=S)Nc1ccc(F)cc1F | 17 | -20 | -9 | -6 | -3 | . | . | 2
COc1cc(CN2CC3(CN(C(=O)c4cccnc4)C3)c3c([nH]c4cc(OC)ccc34)[C@@H]2CO)cc(OC)c1 | 3 | 3 | . | 0 | -1 | . | -5 | .
Cc1ccc(C)c(S(=O)(=O)Nc2ccc(C(=O)N3CCCCC3)cc2)c1 | 3 | -14 | -5 | 0 | 3 | 0 | -8 | -1
O=C(Nc1c(Cl)cc(Cl)cc1-c1nc2ccccc2s1)c1ccc(Br)o1 | 9 | 8 | . | 4 | -3 | 4 | -7 | .
COc1ccc(C(=O)O/N=C/c2ccc(S(=O)(=O)c3ccc(Cl)cc3)nc2)cc1 | -3 | -7 | -4 | . | -5 | -3 | -2 | -18
Cc1ccccc1/C=N/NC(=O)c1ccc(-n2cnnn2)cc1 | -1 | 2 | 2 | 3 | 6 | -1 | 4 | 2
O=C(CCC(=O)N1CCN(c2ccccc2F)CC1)N1CCN(c2ccc(F)cc2)CC1 | 29 | 12 | 0 | 2 | -5 | 3 | -2 | 4

# One compound at a time (already shown). Screens in order: EWS-Fli block	LGR2 antag	FN deposition inh	ERAP1 inh	S100A4 MyoIIA	PglD inh	PGC1a acetyl inh	PAX8 reporter
# O=C(NC1CCCCCC1)C1c2ccccc2C(=O)N1Cc1cccs1 (stereo unspecified) is listed with -5	18	-3	-4	-6	3	.	91*
# COc1cccc(NC(=O)CN(C)C(=O)c2ccc3c(c2)C(=O)N(CCC(C)C)C3=O)c1 is listed with 1	-1	-6	1	-7	2	-6	7
# C[C@@H]1CN([C@H](C)CO)C(=O)Cc2cc(NC(=O)c3ccncc3)ccc2O[C@@H]1CN(C)CC1CCCCC1 is listed with -5	10	.	1	-24	1	3	.
# O=C(Nc1cccc(Cl)c1)N1C[C@H]2[C@@H](c3ccccc31)[C@H](CO)N2Cc1cccnc1 is listed with -1	-39	-10	-2	-1	0	2	6

# High-throughput results deposited in PubChem BioAssay by Broad Institute.
